S-ASM inh – Inhibitors of Secretory Acid Sphingomyelinase (S-ASM): qHTS | placental ASM, HMU-PC fluorogenic substrate, 60 min | Potency, µM (titrated, usually from 57.5 µM), without a hit: at the top dose activity change, negative = inhibition, most hits filed as inhibitors | 340,000 compounds, 0.006% hits | AID 504937, 2011; also: potency is read from the fitted curve at half-maximal effect
Target sequence (P17405 47-631 limits assumed): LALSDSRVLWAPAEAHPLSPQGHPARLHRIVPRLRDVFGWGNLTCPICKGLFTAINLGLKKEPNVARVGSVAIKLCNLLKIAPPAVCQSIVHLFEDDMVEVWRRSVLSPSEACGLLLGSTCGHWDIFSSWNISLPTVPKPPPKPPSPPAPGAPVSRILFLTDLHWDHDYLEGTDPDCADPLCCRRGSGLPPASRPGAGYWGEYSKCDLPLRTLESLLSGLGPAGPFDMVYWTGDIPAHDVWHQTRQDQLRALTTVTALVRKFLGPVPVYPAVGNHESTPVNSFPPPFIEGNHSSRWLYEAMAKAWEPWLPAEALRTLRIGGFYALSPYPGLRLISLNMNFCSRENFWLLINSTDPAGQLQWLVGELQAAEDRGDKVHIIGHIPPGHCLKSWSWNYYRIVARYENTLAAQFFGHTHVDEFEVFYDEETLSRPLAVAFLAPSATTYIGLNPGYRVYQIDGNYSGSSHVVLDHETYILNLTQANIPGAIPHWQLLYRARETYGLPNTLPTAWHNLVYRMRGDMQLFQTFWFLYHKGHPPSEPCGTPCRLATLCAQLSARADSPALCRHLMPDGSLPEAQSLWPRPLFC
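Fluorescence read-out (Ex 386 nm, Em 447 nm) after stopping the reaction at pH 10. Enzyme: ASM from human placenta; substrate HMU-PC0, 9 uM final; 60 min, 37 °C. Compound preincubation 10 min, ambient temperature.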
AT treatment – qHTS Assay for Identifying a Potential Treatment of Ataxia-Telangiectasia; Potency, µM (series often up to 57.5 µM), without a hit: top-dose activation, actives largely listed as activators; […] A-T fibroblasts, KAP-1 phosphorylation AlphaLISA; neocarzinostatin DNA damage 30 min before lysis; 320,000 compounds, 0.19% hits; also: potency is read from the fitted curve at half-maximal effect; % of control where 0% means no effect; nearly all actives have a fitted effect of over 45% in size
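hTERT-immortalized A-T patient fibroblasts ([…]), 500 cells/well in OPTI-MEM, 1% FBS, got compounds for 60 min, then NCS for 30 min at 37C. Lysates were then assayed for phospho-KAP-1 by AlphaLISA (anti-pKAP1 donor, anti-KAP1 acceptor beads), 6 hr at 25C.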
Coupling enz – qHTS Assay for Inhibitors of Fructose-1,6-bisphosphate Aldolase from Giardia Lamblia: Coupling assay counterscreen. coupling enzyme system counterscreen, AmpLite Red fluorescence. AID 2472, 2010. activity change, negative = inhibition, % at 58.2 µM, hits read low. 290,000 compounds, 0.67% hits; in the data active = activity change below about -30%; also: % is scaled to controls: 0 for no effect and ±100 for the full control effect
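Counterscreen lacking aldolase: glyceraldehyde-3-phosphate coupling-enzyme reagent preincubated 10 min at RT with compound (at 57.5 uM final), then substrate/coupling system with AmpLite Red added; fluorescence read at 525/598 nm after 20 min RT.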
GALK inh – qHTS Assay for Inhibitors of Human Galactokinase (GALK); Purified GALK, Kinase-Glo residual ATP luminescence; P51570; 270,000 compounds, 0.007% hits; Potency, µM (top dose mostly 57.5 µM), inactives show at the highest dose activity change, negative = inhibition, most hits filed as inhibitors; AID 1868, 2009; also: potency is read from the fitted curve at half-maximal effect; % is scaled to controls: 0 for no effect and ±100 for the full control effect
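ATP-depletion format; final 35 uM ATP, 100 uM D-galactose, 5 nM enzyme; pH 8.0 HEPES/Mg2+ buffer; 60 min RT; luminescence read 10 min after detection reagent.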
a7 integrin act – qHTS for Activators of Integrin-Mediated Alleviation for Muscular Dystrophy; alpha7betagal myoblasts, beta-gal FDG fluorescence, 48 h; Potency, µM (highest dose often 38.3 µM), inactives show at the highest dose activation, actives largely listed as activators; 350,000 compounds, 0.064% hits; AID 624291, 2012;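 also: potency is read from the fitted curve at half-maximal effect; 100% = response of the positive control SU9516; nearly all actives have a fitted effect of over 60% in size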
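Alpha7betagal+/- myoblasts (passage 13) were plated 16-24 hr, then exposed to compounds (1:260 dilution of DMSO stock) for 48 hours at 37C. After MPER lysis, β-galactosidase reporter activity was read as FDG fluorescence (ex 480/em 540) after 30 minutes.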
MBNL1-CUG inh – qHTS Assay for Inhibitors of MBNL1-poly(CUG) RNA binding; TR-FRET MBNL1-His/biotin-(CUG)12 binding, 665/545 ratio; 280,000 compounds, 0.036% hits; Potency, µM (titrated, usually from 57.5 µM), for inactives: at the highest dose activity change, negative = inhibition, hits mostly inhibitors; active = well fitted inhibition curve with a large enough effect in the signal ratio, with a control signal flat, not every such curve was filed as active; inconclusive = small, poorly fitted or top-dose-only effect, or effect the other way, or a change in a side signal; inactive = no such curve, though single readings can be large or run the other way; the % refers to the signal ratio; also: potency is read from the fitted curve at half-maximal effect; % is scaled to controls: 0 for no effect and ±100 for the full control effect
Target sequence (Q9NR56 whole entry, looked up): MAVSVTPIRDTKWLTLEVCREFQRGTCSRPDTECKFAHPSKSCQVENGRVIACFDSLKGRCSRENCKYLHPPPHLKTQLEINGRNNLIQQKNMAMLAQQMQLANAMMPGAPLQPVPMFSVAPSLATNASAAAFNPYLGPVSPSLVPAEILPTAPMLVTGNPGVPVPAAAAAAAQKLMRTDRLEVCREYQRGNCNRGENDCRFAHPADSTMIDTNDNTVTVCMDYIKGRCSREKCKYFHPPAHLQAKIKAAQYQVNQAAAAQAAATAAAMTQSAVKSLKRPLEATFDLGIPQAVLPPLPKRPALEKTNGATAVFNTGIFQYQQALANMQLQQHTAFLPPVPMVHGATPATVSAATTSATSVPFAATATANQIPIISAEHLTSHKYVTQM
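Inhibition of protein-RNA binding appears as loss of TR-FRET between terbium anti-His antibody on MBNL1-His and streptavidin-XL665 on biotin-(CUG)12. Activity is normalized to buffer-only and uninhibited-complex controls.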
TRPV1 agonist – HTS Assay for Compounds that Act as Agonists of the Vanilloid Receptor 1 | Transient receptor potential cation channel subfamily V member 1 (Homo sapiens), Q8NER1 | TRPV1-expressing cells, Fluo-8 calcium influx, agonist mode | activation, % at 8.33 µM | 320,000 compounds, 0.19% hits; in the data active = activation above about 80%; inconclusive = between about 30% and that limit; also: 0% is about no effect
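Fluo-8 calcium influx in TRPV1-expressing cells, kinetic read (ex 480/em 520 nm). Compound added and read 3 min for agonist activity, followed by capsaicin at EC20 final and 2 min further read for enhancement.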
MLL CXXC-DNA inh – qHTS Fluorescence Polarization Assay for Inhibitors of MLL CXXC domain - DNA interaction; Histone-lysine N-methyltransferase 2A (Homo sapiens), Q03164; 290,000 compounds, 0.037% hits; MLL-CXXC / FITC-HOXA9 DNA fluorescence polarization; Potency, µM (highest dose often 115 µM), without a hit: at the top dose activity change, negative = inhibition, most hits filed as inhibitors; AID 2662, 2010; active = well fitted inhibition curve with a large enough effect in the polarisation, with a control signal flat, not every such curve was filed as active; inconclusive = small, poorly fitted or top-dose-only effect, or effect the other way, or a change in a side signal; inactive = no such curve, though single readings can be large or run the other way; the % refers to the polarisation; also: potency is read from the fitted curve at half-maximal effect
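Fluorescence polarization: 7 uM MLL-CXXC (stock) preincubated 5 min with compounds, then 50 nM fluorescein-HOX-A9 DNA (stock) added; 30 min ambient. Buffer 50 mM Tris-HCl pH 7.5, 50 mM NaCl, 1 mM DTT, 0.05% BSA.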
KCNH2 3.1 block – qHTS for Inhibitors of KCHN2 3.1: Mutant qHTS | activity change, % (tested at about 1.8 µM) | U2OS KCNH2 3.1, thallium flux FluxOr; stronger effect = lower value | Potassium voltage-gated channel subfamily H member 2, brain isoform KCNH2 3.1 (human) | 340,000 compounds, 0.95% hits | AID 720553, 2013;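 active = maximum activity change below -70%; inconclusive = maximum activity change from -70% to -50%; inactive = maximum activity change above -50%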;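 also: thallium influx rate constant from kinetic fluorescence after stimulation buffer; % is scaled to controls: 0 for no effect and ±100 for the full control effect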
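Steps: virus added to U2OS suspension (4 h, RT, dark); medium with 10% FBS added, cells plated, 37 C overnight; FluxOr/Red40 loading buffer 45 min RT; stimulation buffer, 2 min kinetic read; rate constant normalized.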
KCNH2 WT inh – qHTS for Inhibitors of KCHN2 3.1: Wildtype qHTS; AID 720551, 2013; U2OS, BacMam KCNH2, thallium flux FluxOr; stronger effect = lower value; 340,000 compounds, 0.37% hits; activity change, % at 1.84 µM; Voltage-gated inwardly rectifying potassium channel KCNH2 (Homo sapiens), Q12809;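 active = maximum activity change below -70%; inconclusive = maximum activity change between -70% and -50%; inactive = maximum activity change above -50%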; also: % is scaled to controls: 0 for no effect and ±100 for the full control effect
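U2OS cells transduced with wild-type KCNH2 virus are loaded with FluxOr dye for 45 min, and thallium flux is measured in kinetic reads before and after stimulation buffer. Rate constants are normalized to DMSO controls.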
Active calls of the source: *; ? = inconclusive; / = no result given; [ ] = dose if it differs, or a comment. Unless noted, calls follow the shape of the dose curve; as a rule, active = well fitted curve in the direction sought with a large enough effect; inconclusive = small, poorly fitted or top-dose-only effect, or another doubt; inactive = no such curve, though single readings can be large; an effect the other way counts as inactive or inconclusive.

SMILES	S-ASM inh	AT treatment	Coupling enz	GALK inh	a7 integrin act	MBNL1-CUG inh	TRPV1 agonist	MLL CXXC-DNA inh	KCNH2 3.1 block	KCNH2 WT inh
O=C(c1ccc(Br)o1)N(c1ccccn1)C1CCCCC1	4%	-1%	1	1%	22%	-7%	6	-6%	11	0
CCOCCOC(=O)C1=C(C)N(C)C(=O)NC1c1ccccc1Cl (configuration not stated)	2%	9%	4	3%	-5%	-2%	-1	10%	-2	7
C=CCSC1=NC(=O)/C(=C/c2cccs2)S1	-4%	-1%	8	0%	28%	16%	-2	0%	1	-20
O=C(O)c1cc(S(=O)(=O)Nc2ccc3c(c2)OCCO3)c(Cl)cc1Cl	3%	0%	-5	1%	-21%	?	4	-5%	-21	10
O=C(Nc1ccccc1N1CCCCC1)c1ccc(-c2cccc(Cl)c2)o1	-7%	/	-5	1%	-21%	-17%	-1	-2%	2	-2
CCSc1nc(O)cc(=O)[nH]1	0%	-18%	-3	4%	-5%	-6%	3	-7%	-18	-9
Cc1ccc(Cl)cc1N(CC(=O)N1CCCCCC1)S(C)(=O)=O	3%	-3%	-2	0%	-30%	4%	-1	-4%	5	-8
Cc1ccc(C(=O)COC(=O)CCN2C(=O)C3C4C=CC(C5CC45)C3C2=O)cc1 (configuration not stated)	-10%	8%	/	6%	?	0%	-2	-2%	5	14
CCCCn1c(N)c(N(CC(C)C)C(=O)c2cc(-c3ccc(OC)cc3)nc3ccccc23)c(=O)[nH]c1=O	-4%	/	/	/	-54%[inhibitor]	/	/	/	-28	-1
COc1cc(S(=O)(=O)N2CCCCC2)c(OC)cc1Br	-2%	4%	-10	0%	14%	4%	0	-6%	8	8
CSc1nc(Cl)c(C#N)c(-c2ccc(C)cc2)n1	-2%	9%	1	-3%	0%	-8%	2	55%[activator]	-11	3
COc1cccc(CN2CCN(C(=O)c3cccc4ccccc34)CC2)c1	-1%	0%	3	/	-13%	5%	0	-1%	10	-2
Cc1ccc(-c2nn(-c3ccccc3)cc2CC(=S)N2CCOCC2)cc1	-1%	-3%	0	-10%	-1%	-8%	15	4%	7	6
COc1ccc(-c2nc(C(=O)NCCCN3CCOCC3)cc3c2[nH]c2ccccc23)cc1OC	183%[activator]	?	1	/	-33%	?	0	?	-17	2
Cc1ccc(S(=O)(=O)N2CCC(C(=O)Nc3ccccc3N3CCCC3)CC2)cc1C	1%	1%	/	/	-2%	/	11	/	12	1
Nc1cc(=O)[nH]c(SCc2csc(-c3ccccc3)n2)n1	-4%	-3%	-2	-1%	-19%	34%[activator]	1	7%	10	22
CN(CC(=O)N1CCN(c2cccc(Cl)c2)CC1)S(=O)(=O)c1cccs1	-1%	0%	3	-3%	-14%	-1%	?	-7%	-5	11
CC(=O)Nc1ccc(S(=O)(=O)NCc2ccc(C)cc2)cc1	0%	-1%	3	-1%	4%	8%	4	0%	-6	11
COc1ccccc1C(=O)NCC(=O)OCC(=O)N(CC(C)C)c1c(N)n(Cc2ccccc2)c(=O)[nH]c1=O	/	-2%	/	/	14%	/	0	/	7	2
CC(C)(C)C(=O)Nc1ncc(C(F)(F)F)cc1Cl	3%	0%	0	-1%	9%	-4%	-4	5%	4	7
C[C@@H](CSc1ccccc1)CN1CC[C@H](C(C)(C)C)CCC1=O	-4%	4%	3	/	-13%	-5%	?	0%	11	-9
CCCCNC1=CC(=O)C(=O)c2ccccc21	0%	0%	0	-1%	-53%[inhibitor]	?	9	-7%	7	/
CCN(CC)CCN1C(=O)C(=O)/C(=C(/O)c2c(C)[nH]c(C(=O)OC)c2C)C1c1ccccc1 (configuration not stated)	-1%	-5%	3	0%	11%	8%	0	5%	3	0
CC(C)CCN(C(=O)CNC(=O)c1ccco1)C(C(=O)NC1CCCCC1)c1ccco1 (configuration not stated)	-1%	-3%	3	0%	-18%	-4%	?	20%	9	-3
CC1CN(S(=O)(=O)c2cccc(C(=O)OCC(=O)c3cccs3)c2)CC(C)O1 (configuration not stated)	-3%	0%	2	-2%	-22%	3%	0	18%	4	-10
CC(NC(=O)COC(=O)COc1ccc(Cl)cc1)c1ccccc1 (configuration not stated)	2%	7%	/	/	0%	/	/	/	-13	2
Cc1nn(C)c(C(=O)Nc2ccn(Cc3c(F)c(F)cc(F)c3F)n2)c1[N+](=O)[O-]	6%	-3%	5	0%	22%	0%	0	-2%	5	0
COc1ccc(Cc2nnc(NC(=O)c3ccco3)s2)cc1	2%	4%	/	-3%	5%	-19%	-4	-5%	-3	-1
CCCN(CCO)Cc1cccc(Br)c1	-1%	-1%	-1	2%	8%	9%	0	2%	2	-5
O=C(NC(=S)N(Cc1ccccc1)Cc1ccccc1)C1CCCCC1	-1%	12%	3	3%	-10%	-3%	0	-16%	-8	-9
Cc1cc2c(=O)oc(-c3ccc(F)cc3)nc2s1	-2%	-8%	1	-1%	-14%	?	-5	-3%	5	-6
CN(C)N1C(N)=C(C#N)C(c2ccsc2)C2=C1CCCC2=O (configuration not stated)	3%	4%	-7	0%	4%	/	-2	9%	1	-2
CCN(Cc1cc2cc(C)ccc2[nH]c1=O)S(=O)(=O)c1ccccc1	-1%	7%	1	0%	-1%	53%[activator]	25	-7%	-7	3
CCOC(=O)c1c(-c2ccc(C)o2)csc1NC(=O)CN1CCN(CC)CC1	-2%	6%	0	1%	-68%[inhibitor]	-1%	2	-2%	7	16
COc1ccc(-n2c(SCc3cccnc3)nc3c(c2=O)SCC3)cc1OC	3%	-3%	5	0%	-11%	?	-5	1%	12	/
CS(=O)(=O)N1CCN(c2ccccc2NC(=O)Nc2cccc(Cl)c2)CC1	-25%	-2%	-3	3%	-10%	-9%	-3	-3%	7	-10
O=C(OCC(=O)N1CCN(c2ccccc2)CC1)c1ccco1	3%	0%	2	0%	-25%	-2%	-1	3%	1	-1
CCN1C[C@@H]2[C@@H]3C(=O)N(Cc4ccccc4)C(=O)[C@@H]3[C@](CC)(C(=O)OC)N2C1=NC	9%	-15%	/	/	-4%	/	/	/	-21	2
Cc1c(CC(=O)O)c(=O)oc2cc(OCc3ccc(Br)cc3)ccc12	8%	-11%	9	-3%	-4%	-2%	16	11%	8	-3
O=C1COc2ccc(C(=O)COC(=O)CNC(=O)c3ccccc3)cc2N1	1%	1%	1	11%	11%	/	3	-1%	-4	-1
CN1CCN(CCc2nc3cc(NC(=O)COc4ccc([N+](=O)[O-])cc4)ccc3n2C)CC1	-2%	-2%	-3	-2%	-4%	?	-4	5%	12	-6
COc1cc(/C=C(\NC(=O)c2ccccc2)C(=O)Nc2nccs2)ccc1OC(C)=O	-1%	5%	-2	1%	17%	10%	3	?	3	10
O=C(COc1ccc(F)cc1)Nc1cc(Cl)ccc1-n1cncn1	1%	6%	/	/	19%	/	3	/	-7	-5
CCN(CC)S(=O)(=O)c1ccc2c(c1)nc(SC(C)C(=O)NCC1CCCO1)n2CC (configuration not stated)	0%	-1%	/	-3%	7%	2%	3	-2%	11	10
O=S(=O)(NCC(c1cccnc1)N1CCc2ccccc2C1)c1ccccc1 (configuration not stated)	4%	5%	3	10%	0%	4%	-4	-3%	6	1
Cc1cc2ccccc2cc1CN1CCCCC1	3%	3%	2	-4%	-24%	3%	0	6%	11	7
C/C(=N\O)C(C)(C)NC(=O)Nc1ccc(Cl)cc1	1%	3%	1	-1%	-8%	-2%	14	0%	8	0
CCCN(C(=O)CSc1nnc2ccccn12)C1CCS(=O)(=O)C1 (configuration not stated)	2%	4%	/	/	12%	/	4	/	-13	-12

Reformatted: results already given.
Cc1cc2c(=O)oc(-c3ccc(F)cc3)nc2s1
  S-ASM inh: -2%; AT treatment: -8%; Coupling enz: 1; GALK inh: -1%; a7 integrin act: -14%; MBNL1-CUG inh: ?; TRPV1 agonist: -5; MLL CXXC-DNA inh: -3%; KCNH2 3.1 block: 5; KCNH2 WT inh: -6

CN(C)N1C(N)=C(C#N)C(c2ccsc2)C2=C1CCCC2=O (configuration not stated)
  S-ASM inh: 3%; AT treatment: 4%; Coupling enz: -7; GALK inh: 0%; a7 integrin act: 4%; MBNL1-CUG inh: /; TRPV1 agonist: -2; MLL CXXC-DNA inh: 9%; KCNH2 3.1 block: 1; KCNH2 WT inh: -2

Hits appear at their usual frequency (roughly 2% active in at least one column).
